Source: PubChem BioAssay (several laboratories)
ARFGAP1 inhibitor: inhibitors of rat ARFGAP1 GAP activity, primary screen, biochemical, fluorescence polarization, GDP tracer | ADP-ribosylation factor GTPase-activating protein 1 (Rattus norvegicus), Q62848 | Arfgap1-stimulated ARF1 GTP hydrolysis, GDP FP detection | inhibition, % at 16.5 µM | hit rate 0.26% among 360,000;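 active means inhibition above a per-plate limit, mean inhibition of low control wells plus 3 SD, cut at about 25% in these data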;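 further: 0% = DMSO wells with enzyme and 100% = wells lacking Arfgap1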
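Assay system: purified rat His6-Arfgap1 residues 1-136 (GAP domain); Reagent: human Δ17 ARF1 bound to GTP; Dosing: 16.5 µM single point, 1.26% DMSO; Times: GTP hydrolysis reaction 2 h at 25 °C; Signal: FP, GDP Alexa 633 tracer displaced from anti-GDP antibody, 620/688 nm; Measure: % inhibition from polarization.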
ADAM10 inh: human ADAM10 inhibitors, primary screen, biochemical, QFRET, HTS. Disintegrin and metalloproteinase domain-containing protein 10 (Homo sapiens), O14672. hit rate 0.62% among 370,000. recombinant ADAM10, EDANS/DABCYL FRET peptide cleavage, 3 h. inhibition, % at 7 µM;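 active means inhibition above a per-campaign cutoff equal to the mean of compounds falling between control-based bounds plus 3 SD, cut at about 20% in these data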;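 further: 0% = DMSO wells while the 100% control is not disclosed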
FXN GAA850 act: FXN promoter activators, primary screen, cell-based, luciferase luminescence, HEK293 lucGAA850; HEK293 lucGAA850 FXN promoter luciferase reporter, 24 h; percent of 10 µM SAHA response; activation, % at 6 µM; hit rate 0.56% among 360,000;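 active means activation above the average of all compounds screened plus 3 SD, cutoff fixed separately per campaign, cut at about 7.5% in these data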;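 further: 0% = DMSO wells and 100% = 10 µM SAHA wells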
DDE Tn6 FP inh: inhibitors of Tn6 peptide binding to fibrin DD(E), primary screen, biochemical, fluorescence polarization, human fibrin, Tn6 probe; hit rate 0.21% among 370,000; Fibrin DD(E) TRITC-Tn6 fluorescence polarization displacement; inhibition, % at 8.3 µM; Fibrinogen beta chain (Homo sapiens), P02675;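 active means inhibition above a per-campaign cutoff: mean of compounds within control limits plus 3 SD, cut at about 15% in these data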;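 further: 0% = median of all compound wells on the plate and 100% = blocking peptide control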
Target sequence (P02675 whole entry, looked up): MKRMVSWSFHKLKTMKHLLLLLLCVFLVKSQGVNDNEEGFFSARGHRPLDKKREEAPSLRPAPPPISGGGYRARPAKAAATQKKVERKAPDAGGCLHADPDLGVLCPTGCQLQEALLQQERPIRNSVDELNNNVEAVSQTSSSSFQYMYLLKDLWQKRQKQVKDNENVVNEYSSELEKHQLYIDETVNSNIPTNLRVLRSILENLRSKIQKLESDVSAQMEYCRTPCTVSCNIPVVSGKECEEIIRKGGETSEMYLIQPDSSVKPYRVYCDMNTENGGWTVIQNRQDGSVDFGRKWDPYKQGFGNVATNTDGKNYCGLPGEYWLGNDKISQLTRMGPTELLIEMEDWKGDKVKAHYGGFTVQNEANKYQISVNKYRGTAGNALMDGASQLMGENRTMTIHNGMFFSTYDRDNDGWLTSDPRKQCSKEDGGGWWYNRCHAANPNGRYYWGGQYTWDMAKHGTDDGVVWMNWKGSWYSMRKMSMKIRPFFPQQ
ASAP1 GAP inh: inhibitors of human ASAP1 ArfGAP activity, primary screen, biochemical, fluorescence polarization. Arf-GAP with SH3 domain, ANK repeat and PH domain-containing protein 1 (Homo sapiens), …. ASAP1-stimulated ARF1 GTP hydrolysis, GDP FP detection. inhibition, % at 16.5 µM. hit rate 0.19% among 360,000. AID 624377, 2012; in the data active means inhibition above about 25%;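 further: 0% = vehicle with enzyme and substrate and 100% = no enzyme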
rCAG RNA binder: binders of r(CAG) RNA repeats, primary screen, biochemical, fluorescence. r(CAG) RNA repeat, TO-PRO-1 dye displacement fluorescence. inhibition, % at 3 µM. hit rate 1.3% among 370,000. AID 651821, 2012;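 active means inhibition above the plate cutoff, the mean of all test compounds on that plate plus 3 SD, cut at about 35% in these data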;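 further: 0% = DMSO alone and 100% = 100 µM mitoxantrone as full dye displacement; higher means more dye released from RNA so lower well fluorescence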
GC-A act: GC-A stimulated cGMP production enhancers – HEK293 GC-A cells, cGMP TR-FRET, EC30 ANP, primary screen. Atrial natriuretic peptide receptor 1 (Homo sapiens), P16066. 0% at EC30 ANP, 100% saturating ANP. activation, % at 10 µM. hit rate 0.14% among 370,000. AID 1671463, 2021; in the data active means activation above about 40%
HGIII-sPLA2 inh: human group III sPLA2 inhibitors, primary screen, biochemical, QFRET, BODIPY PC-A2 liposome substrate; AID 743126, 2013; Group 3 secretory phospholipase A2 (Homo sapiens), Q9NZ20; QFRET BODIPY PC-A2 liposome hydrolysis, fluorescence; inhibition, % at 12.2 µM; hit rate 0.56% among 370,000;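 active means inhibition above mean plus 3 SD of compounds lying within the high and low control bounds, cut at about 19% in these data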;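 further: 0% = median of test compound wells and 100% = no enzyme DMSO wells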
Target sequence (Q9NZ20 whole entry, looked up): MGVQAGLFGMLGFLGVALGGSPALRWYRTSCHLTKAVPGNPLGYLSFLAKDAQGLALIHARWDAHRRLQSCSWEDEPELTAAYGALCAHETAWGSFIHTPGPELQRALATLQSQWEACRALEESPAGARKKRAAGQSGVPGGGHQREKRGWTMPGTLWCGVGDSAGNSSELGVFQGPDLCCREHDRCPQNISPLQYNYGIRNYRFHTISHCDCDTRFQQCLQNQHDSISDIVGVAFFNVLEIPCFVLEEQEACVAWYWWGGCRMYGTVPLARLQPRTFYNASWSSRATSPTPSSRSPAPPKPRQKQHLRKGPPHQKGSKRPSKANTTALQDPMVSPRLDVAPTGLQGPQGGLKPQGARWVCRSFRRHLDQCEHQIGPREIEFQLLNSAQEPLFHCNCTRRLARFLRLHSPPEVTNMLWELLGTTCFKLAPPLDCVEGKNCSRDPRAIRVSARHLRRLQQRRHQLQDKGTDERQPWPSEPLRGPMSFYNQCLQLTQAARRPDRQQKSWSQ
GC-B act: human GC-B receptor activators, primary screen, HEK293 GC-B cells, cGMP TR-FRET, EC30 CNP; Atrial natriuretic peptide receptor 2 (Homo sapiens), P20594; 0% at EC30 CNP, 100% saturating CNP; activation, % at 10 µM; hit rate 0.11% among 370,000; AID 1920062, 2024;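 active means activation at 10 µM reaching about 35% in either raw or pattern-adjusted values, limit read from the data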
KLK7 zymogen act: proKLK7 zymogen activators, primary screen, biochemical, fluorescence intensity | Kallikrein-7 (Homo sapiens), P49862 | purified proKLK7, EDANS-DABCYL substrate fluorescence; 100% is mature enzyme control, 0% vehicle | activation, % at 7 µM | hit rate 0.9% among 370,000;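 active means activation above the mean of all tested compounds plus 3 SD, computed per campaign excluding outliers beyond control limits, cut at about 13% in these data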
Starred values were filed as active, the others as inactive; i = inactive; nt = not tested or not shown.

Structure	ARFGAP1 inhibitor	ADAM10 inh	FXN GAA850 act	DDE Tn6 FP inh	ASAP1 GAP inh	rCAG RNA binder	GC-A act	HGIII-sPLA2 inh	GC-B act	KLK7 zymogen act
O=C(N/N=C/c1c(O)n(C2CCCCC2)c(=S)[nH]c1=O)c1ccccc1O	3.1	-6.2	0.0	2.8	-3.0	45.2*	-0.6	7.3	-1.8	-1.4
O=Cc1cn(Cc2ccccc2[N+](=O)[O-])c2ccccc12	0.2	-2.0	-3.5	7.3	-3.0	-1.4	-7.7	-1.6	-1.1	-0.3
COc1cc(C(=O)N2Cc3ccc(Br)cc3-n3nncc3C2)cc(OC)c1OC	0.2	-10.1	nt	-2.0	0.0	-0.1	-4.3	7.3	-3.0	0.0
CN(C)C(=O)CSc1nnc([C@@H](N)Cc2ccccc2)o1	14.2	2.6	0.4	-8.0	5.2	-0.5	5.4	3.9	6.9	-0.4
CN1C(=O)/C(=C/c2cccn2-c2ccc3ccccc3c2)C(=O)NC1=S	-14.2	1.8	0.6	0.9	-9.3	63.0*	9.8	-1.0	4.6	-0.2
CC(C)(C)C(=O)OCC12CCC(O1)C1(C)C(=O)OCC21 (configuration not stated)	4.8	-5.6	2.1	0.5	-6.0	0.1	6.3	4.3	1.6	-0.2
O=C(c1ccc2c(c1)OCO2)C1CCCN(CC2CCCCC2)C1 (configuration not stated)	6.1	-7.1	-0.5	-0.5	-1.4	-5.1	-0.5	1.1	-0.1	0.3
CCOC(=O)c1ccccc1NC(=O)c1c(O)[nH]c(=S)[nH]c1=O	-3.6	8.9	0.5	-8.6	0.0	6.3	2.7	-1.7	0.4	0.6
O=C1NC(=O)N(Cc2ccccc2Cl)C(=O)/C1=C/c1cccs1	3.1	-9.6	3.7	-7.9	-3.5	55.6*	38.2	-6.4	30.0	-0.1
O=C(NC1CN2CCC1CC2)c1ccc(Cl)cc1 (configuration not stated)	1.7	-7.6	nt	1.3	-6.8	0.2	2.8	-4.8	-7.1	-0.5
ClC(Cl)(Cl)c1ccccc1	8.0	-2.8	0.3	-3.0	5.3	1.1	2.6	-4.9	-6.4	0.2
O=C(Nc1ccc(F)cc1)OC1CN2CCC1CC2 (configuration not stated)	-6.0	-0.1	1.0	5.3	8.9	-2.5	4.5	-1.7	0.6	0.6
O=C(O)c1cc(Oc2ccc(C(F)(F)F)cc2Cl)ccc1[N+](=O)[O-]	-0.6	2.1	-0.6	4.9	-6.7	4.8	-0.2	-3.0	-2.2	0.2
COc1cc(/C=N/NC(=O)CN2CC(c3ccccc3)CC2=O)ccc1OC(=O)N(C)C (configuration not stated)	9.8	0.7	1.7	1.3	0.8	-9.4	4.0	-5.8	2.3	0.4
O=C(O)c1ccc(-n2c(O)c(/C=C3\C=Nc4ccccc43)c(=O)[nH]c2=O)cc1	-3.7	-2.4	-1.4	-0.8	-5.5	-0.9	1.1	-2.2	2.3	0.4
CC1(C)OC1COc1c2occc2cc2ccc(=O)oc12 (configuration not stated)	11.6	-4.3	0.6	-2.5	11.9	-1.1	7.1	7.8	3.6	-0.8
CC1CCCCC12C(=O)NC(=O)NC2=O (configuration not stated)	1.2	2.7	1.5	-3.1	-16.9	-0.9	3.6	1.9	2.2	-0.7
O=C1NC(=S)NC(=O)C1=Cc1cccn1-c1ccc(O)cc1	8.6	-9.0	-1.5	2.5	2.3	17.8	7.4	6.2	-3.5	0.2
CP(=O)(Nc1ccc(Cl)cc1)c1nc2c(s1)CCCC2 (configuration not stated)	-0.9	-2.7	-2.2	1.4	6.4	-0.1	-2.5	1.2	-2.8	0.4
CC(=C1C(=O)c2ccccc2C1=O)N1CCN(CCN=Cc2c(O)n(C)c(=O)n(C)c2=O)CC1	4.3	8.0	1.2	-0.2	-5.0	5.0	0.9	6.9	3.3	-0.3
CNCC(O)c1cc(OCc2ccccc2)c(OCc2ccccc2)cc1F (configuration not stated)	7.4	-1.6	1.1	3.6	5.8	14.8	-5.9	1.2	-11.4	0.1
Cc1ccc(/C=C2/C(=O)NC(=O)N(CCc3ccc(F)cc3)C2=O)s1	1.4	-1.0	-0.7	3.4	-9.9	12.2	25.4	-5.5	3.9	-0.9
CC(C)OP(=O)(OC(C)C)C(O)c1ccccc1F (configuration not stated)	2.2	2.8	-1.4	-1.1	4.6	-1.4	0.8	7.4	3.7	0.3
CC1CCCN(C(=O)c2ccc(N3CC4CC(C3)c3cccc(=O)n3C4)c([N+](=O)[O-])c2)C1 (configuration not stated)	-4.7	-0.7	1.0	6.1	11.0	-5.9	-4.5	-2.9	5.5	-0.2
O=S(=O)(NC1CN2CCC1CC2)c1ccc(Cl)cc1 (configuration not stated)	7.3	6.3	-0.4	-3.5	15.4	1.8	2.5	-6.2	4.3	-0.6
O=C1C2CCN(CC2)[C@@H]1Cc1ccc2ccccc2c1O	2.8	-8.2	0.9	-5.6	-13.8	3.5	-0.9	6.3	0.8	-0.6
CN1CCC2(CC1)N=C(c1ccc(F)cc1)C(=S)N2	16.1	0.5	0.2	-3.5	-3.0	-2.7	4.7	1.2	2.4	0.2
C/C(=N\N1CCCCCC1)c1c(O)n(-c2ccc(Cl)cc2)c(=O)[nH]c1=O	4.3	2.7	3.1	6.8	-5.8	-2.1	0.8	-2.7	-0.6	0.0
Cc1ccc(-n2c(O)c(C=NCc3cccnc3)c(=O)[nH]c2=O)cc1C	6.3	-7.9	-3.0	3.1	-4.9	-0.2	3.5	-3.3	5.9	-0.1
CCCCCCC(=O)N/N=C/c1c(O)n(CCCC)c(=S)[nH]c1=O	-1.8	6.0	0.1	1.5	-2.2	16.7	-1.7	-8.0	-0.1	0.0
Cc1nc2cc(F)ccc2n1C1CCN(Cc2nnnn2CCc2ccccc2)CC1	-1.5	-5.8	-1.6	6.8	2.8	-8.2	1.7	-13.8	-2.9	0.1
COC(=O)CNC(=O)c1cn(CCC#N)nc1-c1ccc(F)cc1	4.5	0.9	-1.1	4.0	6.4	-0.7	4.5	1.3	2.1	0.5
O=S(=O)(c1ccc(Cl)cc1)N1CCCCC1c1cccnc1 (configuration not stated)	0.4	-3.2	2.1	0.0	9.2	-5.1	-5.5	3.4	1.2	0.1
COc1ccc(N=Cc2c(O)n(-c3ccc(C)cc3)c(=O)[nH]c2=O)cc1	-7.2	-6.9	0.1	4.8	-9.6	-1.4	-1.4	7.8	1.6	0.1
NC(Cc1ccc(F)cc1)c1csc(Nc2cnccn2)n1 (configuration not stated)	9.7	-16.7	1.9	1.9	4.2	8.3	-6.2	10.0	-7.5	-0.2
COc1ccc(C(=O)Cn2c(NCCCl)nc3ccccc32)cc1	-3.4	1.0	1.3	2.4	-8.4	3.1	1.5	-22.0	3.1	-0.2
CCNCC(O)c1cccc(O)c1 (configuration not stated)	3.0	-14.2	2.7	5.7	-5.0	1.3	1.4	12.5	-1.9	0.2
COC(=O)C1=C(c2cccc(OCc3ccccc3)c2)C[C@@H]2CC[C@H]1N2C(=O)NC1CCN(Cc2ccccc2)CC1	-7.4	-3.3	-7.6	-1.4	8.9	-2.1	-3.5	-17.8	-1.5	0.9
COC(=O)C1=C(c2ccccc2OCc2ccccc2)C[C@@H]2CC[C@H]1N2C	8.0	8.0	-0.8	-6.1	-1.5	3.0	-19.0	-22.2	-5.9	-1.4
C[C@]12CCC3C(CC[C@@H]4C[C@H](O)CC[C@]34C)C1CCC2=O (some centres not stated)	-17.0	-8.2	0.1	-1.5	5.3	-2.4	-0.2	1.8	4.5	-0.2
CN(C)CC1CCCCC1OC(=O)Cc1ccc(Cl)c([N+](=O)[O-])c1 (configuration not stated)	-5.9	-2.4	1.2	-1.4	4.8	4.6	3.7	1.6	-0.2	-0.2
COc1ccc(C(=O)O)cc1OC	9.1	-13.4	-0.1	-1.5	10.7	-0.5	1.0	6.9	-3.5	-0.2
N=c1c2c(-c3ccccc3)c(-c3ccccc3)n(Cc3ccccc3)c2ncn1C1CCC(O)CC1 (configuration not stated)	nt	1.2	nt	-4.7	nt	4.7	-25.4	1.7	-9.3	-0.3
CCOC(=O)C1=Nc2ccccc2/C1=C\c1c(O)n(C)c(=O)n(C)c1=O	-7.5	-21.5	-0.3	-5.0	-7.0	4.7	3.6	-3.3	-6.7	1.8
COCCn1cc(C(=O)N2CCC3(CC2)OCCO3)c2c3ccccc3n(C)c2c1=O	3.4	-448.7	1.5	4.5	3.1	-3.6	0.9	-3.7	1.1	1.6
Cc1cc2c(C(F)(F)F)cc(=O)oc2c2c1NCCC2	-7.2	-35.2	2.3	5.9	7.2	-23.9	8.8	1.7	7.6	-1.5
c1ccc2c(c1)[nH]c1cnccc12	6.0	i	0.4	1.1	11.8	1.9	4.9	-6.8	-0.4	46.3*
CCN(CC)CCNCC(=O)Nc1ccc(Cl)cc1C(=O)c1ccccc1	-1.7	-7.1	0.0	-1.4	7.3	-1.4	-11.0	2.9	-2.4	0.4
O=C1NC(=O)[C@]2(Cc3ccccc3N3CCN(c4ccccc4)CC32)C(=O)N1c1ccccc1 (some centres not stated)	6.4	4.7	2.4	-5.6	9.2	27.4	-6.3	-32.5	2.2	0.9
Cc1cc(=O)oc2cc(OCC(=O)N3CCN(Cc4ccccc4)CC3)ccc12	-1.5	-326.7	0.5	2.7	4.6	1.8	-1.0	2.3	-2.4	-1.1
O=C1NC(=O)C2(Cc3ccccc3N3CCCC32)C(=O)N1c1ccccc1 (configuration not stated)	-7.0	-45.3	-1.5	-4.7	18.4	17.9	-1.0	-14.4	1.3	-4.3

Exported with each value named: two of the compounds above.
COCCn1cc(C(=O)N2CCC3(CC2)OCCO3)c2c3ccccc3n(C)c2c1=O
  ARFGAP1 inhibitor: 3.4; ADAM10 inh: -448.7; FXN GAA850 act: 1.5; DDE Tn6 FP inh: 4.5; ASAP1 GAP inh: 3.1; rCAG RNA binder: -3.6; GC-A act: 0.9; HGIII-sPLA2 inh: -3.7; GC-B act: 1.1; KLK7 zymogen act: 1.6
Cc1cc2c(C(F)(F)F)cc(=O)oc2c2c1NCCC2
  ARFGAP1 inhibitor: -7.2; ADAM10 inh: -35.2; FXN GAA850 act: 2.3; DDE Tn6 FP inh: 5.9; ASAP1 GAP inh: 7.2; rCAG RNA binder: -23.9; GC-A act: 8.8; HGIII-sPLA2 inh: 1.7; GC-B act: 7.6; KLK7 zymogen act: -1.5

This is a subset, so the mix of outcomes need not match the whole.
